DT40 TDP1 no CPT = qHTS for Inhibitors of human tyrosyl-DNA phosphodiesterase 1 (TDP1): qHTS in cells in absence of CPT. Potency, µM (highest dose often 46.2 µM), without a hit: at the highest dose activity change, negative = growth inhibition, usual class: inhibitors. DT40 Tdp1-/- hTDP1 cells, no CPT, ATP luminescence, 48 h. hit rate 15% among 420,000; active = well fitted inhibition curve with a large enough effect; inconclusive = small, poorly fitted or top-dose-only effect; also: nearly all actives have a fitted effect of over 55% in size
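Readout: luminescence from CellTiter-Glo after 30 min in the dark at RT. Cells: DT40 Tdp1-/- with stable hTDP1, 400/well. Exposure: compounds alone, ≥48 hr, 37 °C.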
* marks the source's active call; other numbers are inactive results; ? = inconclusive. % is scaled to controls: 0 for no effect and ±100 for the full control effect; potency is read from the fitted curve at half-maximal effect.

SMILES	DT40 TDP1 no CPT
COc1cccc(C(=O)N2CCC2(C)C(=O)NC(C)C)c1 (centres undefined)	?
CCN(CC(=O)Nc1c(F)cccc1F)C(=O)CCCSc1nc2ccccc2[nH]1	-23%
CCOC(=O)[C@@H](NC(=O)CC[C@H]1O[C@@H](n2ccc(=O)[nH]c2=O)[C@H](O)[C@@H]1O)C(C)C	31%
COCCNC(=O)c1cc(-c2ccccc2)nn1CC1CC(c2cccnc2)=NO1 (centres undefined)	-14%
O=C(COC(=O)c1cc([N+](=O)[O-])ccc1N1CCOCC1)NCc1ccccc1	-11%
CCc1c(-c2cccc(Cl)c2)ncn1Cc1cccc(-c2ccccc2)c1	?
COc1ccc(-c2ccc(CN3C(CC(C)C)C(=O)N(Cc4cn(CCC5OCCO5)nn4)CCS3(=O)=O)cc2)cc1OC (centres undefined)	16µM*
O=S(=O)(NCc1nc(N2CCCC2)c2cc(Cl)ccc2n1)c1ccccc1OC(F)(F)F	-27%
Cc1ccc(NS(=O)(=O)c2cccc(C(=O)NC3CCN(Cc4ccccc4)CC3)c2)cc1	5.8µM*
CC(C)CN1C(=O)c2ccccc2C1c1nnnn1-c1ccc2c(c1)OCCO2 (centres undefined)	-24%
Cc1ccccc1-c1cc2c(c(OC3CCOC3)c1)OCCN(C(=O)Cn1cccn1)C2 (centres undefined)	-18%
O=C(Nc1ccc2c(c1)Cc1ccccc1-2)c1ccccc1F	?

The last 7 entries of the part above are carried over, then new ones follow:
SMILES	DT40 TDP1 no CPT
CCc1c(-c2cccc(Cl)c2)ncn1Cc1cccc(-c2ccccc2)c1	?
COc1ccc(-c2ccc(CN3C(CC(C)C)C(=O)N(Cc4cn(CCC5OCCO5)nn4)CCS3(=O)=O)cc2)cc1OC (centres undefined)	16µM*
O=S(=O)(NCc1nc(N2CCCC2)c2cc(Cl)ccc2n1)c1ccccc1OC(F)(F)F	-27%
Cc1ccc(NS(=O)(=O)c2cccc(C(=O)NC3CCN(Cc4ccccc4)CC3)c2)cc1	5.8µM*
CC(C)CN1C(=O)c2ccccc2C1c1nnnn1-c1ccc2c(c1)OCCO2 (centres undefined)	-24%
Cc1ccccc1-c1cc2c(c(OC3CCOC3)c1)OCCN(C(=O)Cn1cccn1)C2 (centres undefined)	-18%
O=C(Nc1ccc2c(c1)Cc1ccccc1-2)c1ccccc1F	?
O=C(COC(=O)C1CC1)Nc1cccc(Cl)c1	0%
Oc1ccc2ccccc2c1CN1CC2CCC(CC2)C1	?
C[C@H](CO)N1C[C@H](C)[C@@H](CN(C)S(=O)(=O)c2ccc(C#N)cc2)OCc2cn(nn2)CCCC1=O	-3%
COC(=O)c1cc2c(n(Cc3ccccc3)c1=O)CCCC2=O	-11%
NC(Cc1ccc(C(F)(F)F)cc1)c1csc(Nc2ccc(C(=O)c3ccccc3)cc2)n1 (centres undefined)	?
CCCCCCCCN1C(=O)[C@H](CC(=O)NCCc2ccccc2OC)C[C@@]2(C(=O)OCC)CCC=C12	?
CC(C)(C)c1ccc(NC(=O)c2cc(C3CCCN(S(=O)(=O)c4cccc5cccnc45)C3)on2)cc1 (centres undefined)	12µM*
Cc1ccc(F)cc1NC(=O)COC(=O)C1CC2CCCC(C1)C2=O (centres undefined)	-16%
CC(CN1CCN(CC(C)C(=O)c2ccccc2)CC1)C(=O)c1ccccc1 (centres undefined)	-18%
CC(=O)N1N=C(c2ccc(Br)cc2)CC1c1cccc([N+](=O)[O-])c1 (centres undefined)	?
O=C(NC1=NCCS1)c1ccccc1Br	0%
Cc1ccnc2cc(Cl)c(Cl)cc12	?
O=C(c1[nH]c(C(F)(F)F)nc1-c1ccccc1)N1CCN(c2ccccn2)CC1	?
Cc1ccc(Cc2ccccc2C(=O)O)cc1	-8%
COc1ccc(Cl)cc1NS(=O)(=O)c1cccc(C(=O)NCCCN2CCOCC2)c1	-20%
COc1ccc(CNC(=O)O[C@H]2Cn3c(=O)ccc(=O)n3[C@@H]3CN(S(=O)(=O)c4ccc(C)cc4)C[C@]23O)cc1OC	-25%
Cn1c(=O)c2cc(NC(=O)Cc3cccnc3)ccc2n1-c1ccc2ccccc2c1	15µM*
CCOC(=O)C1=NNC(C(=O)c2ccccc2)C1c1ccc(OC)cc1 (centres undefined)	?
CC1(C(=O)Nc2ccc(Cl)c(Cl)c2)CCN1CCc1ccccc1 (centres undefined)	?
CCCCn1nnnc1C(c1ccccc1)N1CCN(C(=O)c2ccco2)CC1 (centres undefined)	-20%
CC(C)NC(=O)C1(N2C(=O)c3ccccc3C2=O)CCCC1	-4%
O=c1cc(-c2ccccc2O)nc(-c2ccccc2)[nH]1	-1%
CCCCN(C(=O)c1cc(S(=O)(=O)N2CCCCC2)ccc1Cl)c1c(N)n(CC(C)C)c(=O)[nH]c1=O	-15%
CSc1ccc(CN2CCC(C)(Oc3ccc(-n4ccnc4)cc3)C2)cc1 (centres undefined)	18µM*

By substructure, the compounds so far with bromine (2)
SMILES	DT40 TDP1 no CPT
CC(=O)N1N=C(c2ccc(Br)cc2)CC1c1cccc([N+](=O)[O-])c1 (centres undefined)	?
O=C(NC1=NCCS1)c1ccccc1Br	0%

Filtered by structure, those above containing a nitro group on carbon
SMILES	DT40 TDP1 no CPT
O=C(COC(=O)c1cc([N+](=O)[O-])ccc1N1CCOCC1)NCc1ccccc1	-11%
CC(=O)N1N=C(c2ccc(Br)cc2)CC1c1cccc([N+](=O)[O-])c1 (centres undefined)	?

The list continues.
SMILES	DT40 TDP1 no CPT
Cc1c(C(=O)NCc2ccccc2C(F)(F)F)sc(=O)n1Cc1cccc(C(F)(F)F)c1	?
Cc1nc2c(OCc3ccc(C(F)(F)F)cc3)cccn2c1N(C)CC1CC1	23µM*
COc1ccc([C@H]2/C=C\CN(C(=O)C3CC3)[C@@H](C)C(=O)N2Cc2ccc(F)cc2)cc1	12µM*
O=C(c1cccc(Cl)c1)N1CCC2CC1c1cc(-c3ccccc3)ccc12 (centres undefined)	?
O=C(C[C@H]1CC[C@H]2[C@@H](COC[C@@H](O)CN2C(=O)c2cnccn2)O1)NCc1ccc(Oc2ccccc2)cc1	?
Cc1ccc2nc(-c3ccc(C#N)cc3)c(Cc3cccc(Cl)c3)n2c1	18µM*
Nc1ncc(C(=O)O)c(-c2ccccc2)n1	-8%
COc1ccc(OC(=O)COc2ccccc2C)cc1	-14%
Cc1noc(C)c1NC(=O)N(C)C[C@H]1OCc2cnnn2CCCC(=O)N([C@H](C)CO)C[C@H]1C	-28%
Cc1ccc(OCC(=O)Nc2cc(-c3nc4cc(Cl)ccc4o3)ccc2C)c(C)c1	-12%
CN(C)c1ccc(-c2ccnc3c2CC(C)(C(=O)NCc2ccco2)O3)cc1 (centres undefined)	6.5µM*
C=CCSc1nnc(C2CCCN(Cc3ccccc3O)C2)n1C (centres undefined)	-2%
COC(=O)C1=C(C(=O)OC)[C@@H]2N(C)c3ccc(OC)cc3[C@@]23C[C@@H](C(=O)OC)N(C(=O)NCCBr)C3=N1	2%
COc1ccc2nc(C)cc(Nc3ccccc3OC)c2c1	?
COc1cccc(C=NNc2nnc(NN=Cc3cccc(OC)c3OC)c3ccccc23)c1OC	21µM*
O=C1C(=C2CCc3ccccc32)Cc2ccccc21	?
CCC1(CC)C(=O)Nc2ccccc21	8%
COc1cc(CNc2nccn3ccnc23)cc(OC)c1	?
CC1(C)CC(=O)C(C=Nc2ccncc2)=C(O)C1	-2%
Cc1cn([C@H]2C[C@H](O)[C@@H](/C=C/C(=O)NCCc3ccc4c(c3)OCO4)O2)c(=O)[nH]c1=O	7%
O=C(NC1=NCCS1)c1ccccc1F	-5%
COc1cccc(-c2cnc3c(NC=O)cc(-c4cc(OC)c(OC)c(OC)c4)cn23)c1	?
COc1cc2c3c(n(C)c(=O)c2cc1OC)-c1cc2c(cc1C3=O)OCO2	?
Cc1ccc(S(=O)(=O)NC(=O)NC2=NC(C)(C)N(c3ccc(Cl)c(Cl)c3)C(N)=N2)cc1	1µM*
O=C(C1CN(C(=O)c2cc3ccccc3o2)c2ccccc2O1)N1CCCCC1 (centres undefined)	?
CCn1c(CC(=O)Nc2ccccc2F)nnc1SCC(=O)NC1=NCCS1	?
Oc1ccc(C[C@@H](CN2CCCC2CN2C(=S)NC[C@@H]2Cc2ccccc2)N2C[C@H](Cc3ccccc3)N(CC3CCCCCC3)C2=S)cc1 (some centres undefined)	?
CCCCNCCS(=O)(=O)NCc1ccccc1OC	-17%
CC1=C2CCCC[C@@]23C2C(=O)N(C)C(=O)[C@@H]2ON3OC1 (some centres undefined)	5%
COc1cc(OC)c(OC)cc1/C=c1\[nH]c(=O)/c(=C/c2cc(OC)c(OC)cc2OC)[nH]c1=O	0.71µM*
O=C(Cc1cccc(NC(=O)C2CCCN(C(=O)c3ccccc3)C2)c1)Nc1ccc(C(=O)N2CCCCC2)cc1 (centres undefined)	-15%
CCOC(=O)c1ccc(NC(=O)c2ncn3c2C(=O)NC[C@@H]3C)cc1	?
COc1ccc(NC(=O)c2cc(C3CCCCN3C(=O)c3cccs3)on2)c(C)c1 (centres undefined)	21µM*
Cc1ccc(Cc2c(-c3cccc(Br)c3)nc3ccc(Br)cn23)cc1	-8%
CCOC(=O)C1=C(C)N(C)C(=O)NC1c1cccc([N+](=O)[O-])c1 (centres undefined)	0%
Cc1ccnc(N2CCN(c3cc(C)c(C#N)c4nc5ccccc5n34)CC2)c1	?

Brought forward from above: 3 entries, followed by the next part.
SMILES	DT40 TDP1 no CPT
Cc1ccc(Cc2c(-c3cccc(Br)c3)nc3ccc(Br)cn23)cc1	-8%
CCOC(=O)C1=C(C)N(C)C(=O)NC1c1cccc([N+](=O)[O-])c1 (centres undefined)	0%
Cc1ccnc(N2CCN(c3cc(C)c(C#N)c4nc5ccccc5n34)CC2)c1	?
CC(C)NC(=O)C1(C)CCN1Cc1ccc(Cl)cc1 (centres undefined)	?
CCCCCCn1c(=O)n2n(c1=O)C[C@]1(OC(=O)NCc3ccco3)CN(S(=O)(=O)c3ccc(C)cc3)C[C@]1(O)C2	26µM*
CCOC(=O)C1=CCC(c2ccccc2C(F)(F)F)N(S(=O)(=O)c2ccc(C)cc2)C1 (centres undefined)	23µM*
CCc1nc2c(OCc3ccc(F)c(F)c3)cccn2c1N(C)C(=O)C1CC1	?
CN1CCN(C(=O)c2cccc(-c3cccc4nccn34)c2)CC1	-12%
COc1ccc(NC(=O)Nc2nc(C(N)Cc3ccc(C(F)(F)F)cc3)cs2)cc1 (centres undefined)	16µM*
CCCCCC1Nc2cc(C(F)(F)F)c(S(N)(=O)=O)cc2S(=O)(=O)N1 (centres undefined)	-1%
CCOc1ccc(C(c2nnnn2Cc2ccccc2)N2CCN(C(=O)c3ccco3)CC2)cc1 (centres undefined)	?
COc1ccc(CCNC(=O)Nc2nc(C(N)COCc3ccccc3)cs2)cc1OC (centres undefined)	?
COc1ccc(C(c2nnnn2CS(=O)(=O)c2ccc(C)cc2)N2CCN(Cc3ccccc3)CC2)cc1 (centres undefined)	?
O=[N+]([O-])c1ccc(NN=Cc2ccc(O)cc2O)nc1	5.8µM*
NC(=O)c1ccccc1NC(=O)c1cccc(C(=O)Nc2ccccc2C(N)=O)n1	?
Fc1ccccc1-c1nc2c(s1)CCc1onc(-c3ccc(Br)cc3)c1-2	-3%
COc1cccc(-c2ccc(CN3C(C)C(=O)N(Cc4cn(Cc5ccco5)nn4)CCS3(=O)=O)cc2)c1OC (centres undefined)	?
CC(O)(c1ccc(F)c(F)c1)c1nc(-c2cc(F)cc(F)c2)cs1 (centres undefined)	16µM*
CC(NC(=O)c1ccccc1)C(=O)OCC(=O)Nc1cccc(S(=O)(=O)N2CCCC2)c1 (centres undefined)	?
CCOC(=O)N1CCN(C(=O)c2cccc(S(=O)(=O)Nc3ccc(F)cc3)c2)CC1	?
COC1CC(N)C2OC(c3ccccc3)OCC2O1 (centres undefined)	-19%
COC(=O)C[C@H]1CC[C@@H](NC(=O)Nc2c(C)noc2C)[C@@H](CO)O1	2%
COC(=O)CNC(=O)C1Nc2ccccc2C2C=CCC12 (centres undefined)	?
CN1CCN(C(=O)c2cc3c(c(-c4cccc(C#CC(C)(C)O)c4)n2)[C@@H](CCO)N(S(=O)C(C)(C)C)C3)CC1 (some centres undefined)	-16%
COc1ccccc1N(CC(=O)NCc1ccccc1)S(=O)(=O)c1cccs1	?
CCc1nc2ccc(C(=O)NCCCn3ccnc3)cn2c1N(C)Cc1cccs1	?
C[C@H]1CN([C@@H](C)CO)C(=O)c2cc(Br)cnc2O[C@H]1CN(C)C(=O)c1cnccn1	-6%
CCOC(=O)c1c(C)[nH]c(C)c1C(=O)COC(=O)c1nn(CC)c(=O)c2ccccc12	-21%
O=C(Nc1c[nH]c(=O)[nH]c1=O)OCc1ccccc1	-22%
Cc1ccc2[nH]cc(C(O)c3c[nH]c4ccc(C)cc34)c2c1	?
COC1CC(NC(C)=O)C(OC(=O)c2ccccc2)C(CBr)O1 (centres undefined)	-11%
Cc1nnc(Cc2ccco2)c2n[nH]c(C)c12	?
OC1(c2cccnc2)CCN(Cc2ccc3c(c2)CN(Cc2ccc(F)c(F)c2)CCO3)CC1	12µM*
CCOc1ccc(S(=O)(=O)NCCC(=O)NNC(=O)c2ccc(F)cc2)cc1	-3%
COc1ccc(F)cc1-c1cc(C(=O)NCc2cc(C(F)(F)F)cc(C(F)(F)F)c2)[nH]n1	?
CCOC(=O)c1cc2nc(OCC)nc(OCC)c2[nH]1	-20%
CCCCN1C(=O)C(CC(=O)NC2CCCC2)CC(C(=O)N(C)C)=C1C (centres undefined)	-12%
Cc1cccc2cc3ccccc3nc12	?
CSc1nc(S(=O)(=O)c2ccc(C)cc2)c(N2CCOCC2)s1	-20%

High-throughput results as filed in PubChem.

These rows are one share of the data, so the mix of outcomes need not match the whole.
